# S aureus QS inh: blocks AIP-induced quorum sensing reporter in S. aureus; S. aureus RN6390 RNAIII-GFP reporter, flow cytometry 3 h; AID 527; 24,000 tested, 0.3% active; inhibition, % at 2 µM;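 active = share of bacteria positive for the green fluorescent reporter and its mean brightness both inhibited by 50% or more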;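 note: 0% = AIP-stimulated control and 100% = unstimulated bacteria without AIP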
# S aureus QS inh GFP MFI %: further read-out of S aureus QS inh, marked with its call; inhibition, %; measured here: inhibition of GFP MFI
# * = called active by the depositor.
SMILES,S aureus QS inh,S aureus QS inh GFP MFI %
COc1ccc(OC)c(NC(=O)c2ccc(NS(=O)(=O)c3c(C)noc3C)cc2)c1,6,40
CC1CCCCN1CCNC(=O)CN1C(=O)COc2ccccc21 (stereo unspecified),0,2
O=C(Cn1c(=O)oc2cc(S(=O)(=O)N3CCCC3)ccc21)N1CCN(c2ccccn2)CC1,-5,-6
CCCn1c(=O)c2[nH]c(C3CCCC3)nc2n(CCC)c1=O,-6,-17
CN/C=C1\C(=O)C(C)(C)Oc2ccc3ccc(=O)oc3c21,2,12
CCn1c(=O)cc(OCC(=O)NCCCN2CC(C)CC(C)C2)c2ccccc21 (stereo unspecified),-2,2
CCOc1ccc(NC(=O)N(C2CCCCC2)C2CCN(C(C)=O)CC2)cc1,-2,-2
Cc1ccc(CNC(=O)c2cn(C3CCCCC3)c(=O)c3c2c2ccccc2n3C)o1,-6,-48
Cc1ccc2cc(CN(Cc3ccc4c(c3)OCO4)Cc3nnnn3Cc3ccco3)c(=O)[nH]c2c1C,23,31
COc1ccc(-c2cn3cccnc3n2)cc1NC(=O)C1CCCC1,0,15
COc1ccccc1OCC(=O)Nc1oc(-c2ccccc2)c(-c2ccccc2)c1C#N,1,-35
CCN(CC)CCNC(=O)c1nn(-c2ccc(C)cc2)c(=O)c2c1c1ccccc1n2C,6,12
CC1(C)CC(=O)N(CC(=O)NC2CCCC2)c2ccccc2S1(=O)=O,0,4
CCN(CCCNC(=O)c1[nH]c(C)c(C(C)=O)c1C)c1cccc(C)c1,9,23
CCOC(=O)c1cnc2nc[nH]n2c1=O,-1,-1
Cc1ccc(C2NC(=O)NC(O)(C(F)(F)F)C2C(=O)c2ccccc2)o1 (stereo unspecified),6,63
Cc1nc2ccccc2c2oc(C(=O)N3CCc4ccccc4C3)cc12,21,22
O=C(/C=N/O)NCC1CCNCC1,-5,-28
COc1ccc(OCC(=O)N2CCN(C(=O)Cc3ccccc3)CC2)cc1,-2,-20
CC(=O)NC(CCS(C)(=O)=O)C(=O)Nc1cc(C)on1 (stereo unspecified),-3,5

# Among those listed so far, these have nitrogen in an aromatic ring.
SMILES,S aureus QS inh,S aureus QS inh GFP MFI %
COc1ccc(OC)c(NC(=O)c2ccc(NS(=O)(=O)c3c(C)noc3C)cc2)c1,6,40
O=C(Cn1c(=O)oc2cc(S(=O)(=O)N3CCCC3)ccc21)N1CCN(c2ccccn2)CC1,-5,-6
CCCn1c(=O)c2[nH]c(C3CCCC3)nc2n(CCC)c1=O,-6,-17
CCn1c(=O)cc(OCC(=O)NCCCN2CC(C)CC(C)C2)c2ccccc21 (stereo unspecified),-2,2
Cc1ccc(CNC(=O)c2cn(C3CCCCC3)c(=O)c3c2c2ccccc2n3C)o1,-6,-48
Cc1ccc2cc(CN(Cc3ccc4c(c3)OCO4)Cc3nnnn3Cc3ccco3)c(=O)[nH]c2c1C,23,31
COc1ccc(-c2cn3cccnc3n2)cc1NC(=O)C1CCCC1,0,15
CCN(CC)CCNC(=O)c1nn(-c2ccc(C)cc2)c(=O)c2c1c1ccccc1n2C,6,12
CCN(CCCNC(=O)c1[nH]c(C)c(C(C)=O)c1C)c1cccc(C)c1,9,23
CCOC(=O)c1cnc2nc[nH]n2c1=O,-1,-1
Cc1nc2ccccc2c2oc(C(=O)N3CCc4ccccc4C3)cc12,21,22
CC(=O)NC(CCS(C)(=O)=O)C(=O)Nc1cc(C)on1 (stereo unspecified),-3,5

# New compounds follow:
SMILES,S aureus QS inh,S aureus QS inh GFP MFI %
CCOC(=O)C(C)n1cnc2c(nnn2Cc2ccc(Cl)cc2)c1=O (stereo unspecified),-1,6
CCOc1ccc(C2CC(c3cccc(C)c3)n3nc(N)nc3N2)cc1 (stereo unspecified),1,6
CC(=O)OC1CC2(C)C(=O)CCC2C2CCc3cc(O)ccc3C12 (stereo unspecified),-1,4
CCNc1ccc(C(=O)OCC)cc1NC(=O)c1cc(S(=O)(=O)N2CCOCC2)ccc1C,0,9
CCN(CCCNC(=O)CN(C)S(=O)(=O)c1cccc2nsnc12)c1cccc(C)c1,2,3
Cc1ccc(NC(=O)Cn2cccc2)cc1C,-3,-4
CC(C)(C)n1ncc2c(=O)n(CC(=O)NCc3ccccc3)cnc21,-2,-10
CC(=O)c1cccc(NC(=O)c2ccc(NS(=O)(=O)c3c(C)noc3C)cc2)c1,1,11
COc1ccc(OC)c(C2CC(=O)N3CN(c4ccc(C)c(Cl)c4)CSC3=C2C#N)c1 (stereo unspecified),-3,-2
O=C(c1cnc2n(c1=O)CCS2)N1CCN(c2ccc(Cl)c(Cl)c2)CC1,0,2
CCCCCn1c(CN2CCN(Cc3ccccc3)CC2)nc2c1c(=O)[nH]c(=O)n2C,5,12
C=CCc1ccccc1OCC(O)CN1CCN(Cc2ccc3c(c2)OCO3)CC1 (stereo unspecified),1,5
O=C(Cn1nc(Cc2cccnc2)c2ccccc2c1=O)Nc1ccc2c(c1)OCO2,1,1
O=C(NCCc1ccc(Cl)cc1)C1CCN(C(=O)c2sccc2-n2cccc2)CC1,-3,-20
O=C(CN1C(=O)COc2ccccc21)NCCN1CCc2ccccc2C1,1,5
CCCN(CCC)CCCNS(=O)(=O)c1cc(Br)cc2c1N(C(C)=O)CC2,-2,1
O=S(=O)(Cc1ccccc1)N1CCn2c(nc3ccccc32)C1,-2,-2
CCOC(=O)c1nnn(CC(=O)Nc2cc(Cl)ccc2C)c1C(=O)OCC,3,22
O=C(CSc1nnc(C2COc3ccccc3O2)o1)N1CCOCC1 (stereo unspecified),0,-26
COc1ccc(-n2c(=O)cc(N3CCN(c4ccccc4F)CC3)[nH]c2=O)cc1,-7,-23
CCN(CC)S(=O)(=O)N1CCC(C(=O)NC2CCCc3ccccc32)CC1 (stereo unspecified),1,5
CCCCOC(=O)C1=C(C)Nc2ncnn2C1c1cccc(OC)c1OC (stereo unspecified),-2,-2
COc1ccc2cc([C@H](C)C(=O)O)ccc2c1,-1,-14
COc1ccc(-c2noc(CCC(=O)Nc3cc(Cl)c(OC)cc3OC)n2)cc1,-3,-9
O=C1C2CCCN2C(c2ccccc2)N1c1ccc(Cl)cc1 (stereo unspecified),-1,-5
COc1ccc(Cl)cc1S(=O)(=O)N1CCN(C)CC1,-2,-12
COc1ccc(-c2nn3c(-c4ccncc4)nnc3s2)cc1OC,0,3
CCOC(=O)CSc1nnc(CNC(=O)c2cccs2)n1-c1ccccc1,2,-6
CCOC(=O)N1CCC(NC(=O)C2CCCN(C(=O)c3cc4sccc4n3C)C2)CC1 (stereo unspecified),0,9
CCOc1ccccc1N1CSC2=C(C#N)C(c3c(OC)ccc4ccccc34)CC(=O)N2C1 (stereo unspecified),9,26
CCOc1ccccc1Nc1nc2ccccc2n2cnnc12,-1,-1
COc1ccccc1NC(=O)Cn1cnc2sc(C(=O)NCc3ccco3)c(C)c2c1=O,1,7
COc1ccc(Cl)c(N2CCN(CCCNC(=O)Nc3ccc(C)cc3)CC2)c1,4,8
CCOC(=O)C1CCCN(c2nc3ccccc3nc2C(C#N)C(=O)NCc2ccccc2)C1 (stereo unspecified),0,-39
c1cc(CNc2ccc3c(c2)OCO3)ccn1,0,6
Cc1noc(C)c1S(=O)(=O)N(CC(=O)N1CCCC1)c1ccc(C(C)C)cc1,-9,-27
O=C(c1nc2n(n1)C(c1ccc(Cl)cc1)C=C(c1ccccc1)N2)N1CCOCC1 (stereo unspecified),0,4
CCCCC(c1nnnn1CS(=O)(=O)c1ccc(C)cc1)N1CCN(c2ccccc2)CC1 (stereo unspecified),-2,-5
COc1ccc(C(NC(=O)C(C)(C)C)NC(=O)C(C)(C)C)cc1,-1,-3
CCC1CCCCN1CCCNC(=O)Cn1nc(-c2ccc(C)cc2)ccc1=O (stereo unspecified),-2,-2
O=C(Nc1ccc2oc(=O)ccc2c1)c1cccnc1,16,23
Cc1ccc(C)c(N2CCN(C(=O)C3CCN(S(=O)(=O)c4c(C)noc4C)CC3)CC2)c1,4,11
COc1ccc(C(=O)c2oc3ccc(Br)cc3c2NC(C)=O)cc1,0,-16
CCOC(=O)C1=C(C)Nc2nc(SCc3cccnc3)nn2C1c1ccc(OC)cc1 (stereo unspecified),29,35
Cc1cc(C(=O)Nc2ccccc2C(F)(F)F)no1,-1,2
CCSc1ccccc1C(=O)NCc1ccc(S(N)(=O)=O)cc1,0,1
COC(=O)Cn1cnc2c(nnn2Cc2ccc(Cl)cc2)c1=O,1,9
Cc1c(C(=O)Nc2ccc(F)cc2)oc2ccc(S(=O)(=O)N3CCC4(CC3)OCCO4)cc12,-3,1
CCCCOC(=O)c1ccc(NC(=O)c2ocnc2C)cc1,-4,-22
COc1cccc(C(=O)N(c2ccc(OC)cc2OC)C2C=CS(=O)(=O)C2)c1 (stereo unspecified),-1,-11
COc1ccccc1CCNC(=O)c1cnn2c(C(F)F)cc(C)nc12,6,19
Cc1cc(N2CCN(C)CC2)nc2ccc(NC(=O)c3ccc(Br)o3)cc12,-11,-20
Cn1c(COc2ccccc2)nnc1SCC(=O)Nc1ccc(N2CCOCC2)c(Cl)c1,0,-27
CCOC(=O)N1CCC(NC(=O)CCC(=O)N2CC(C)Oc3ccc(Cl)cc32)CC1 (stereo unspecified),3,-8
COc1cc(OC)cc(-c2nnc(Nc3nc4c(F)cccc4s3)o2)c1,0,9
CCOCCc1nnc(NC(=O)c2ccc(OC)c(OC)c2)s1,3,10
CC(=O)Nc1sc2c(c1CN1CCN(c3ccccn3)CC1)CCCC2,1,4
CC1CCCCN1C(=O)CSc1nnc(-c2ccc(Cl)s2)o1 (stereo unspecified),5,17
CCN1C(=O)CSc2ccc(C(=O)NCCCN3CCOCC3)cc21,-3,-4
COc1ccc(CCNC(=O)C2CC(=O)N(c3ccccc3)C2)cc1OC (stereo unspecified),-2,-12

# New compounds follow
SMILES,S aureus QS inh,S aureus QS inh GFP MFI %
CC(C)c1c(C#N)c(N)nc(SCC(=O)c2cc3ccccc3oc2=O)c1C#N,-1,5
CCOc1ccccc1C(=O)Nc1cc(=O)n(C)c(=O)n1C,0,1
CC(=O)OC(C(=O)NC1CCCCC1)c1ccncc1 (stereo unspecified),0,1
Cn1c(Cc2ccccc2)nnc1SCC(=O)c1ccc(Br)s1,7,19
CCOC(=O)C1CCN(C(=O)c2sc3nc(-c4ccc(F)cc4)cn3c2C)CC1,0,5
O=C(NCc1ccccn1)c1nnc(Cc2ccc(Cl)cc2)o1,0,-4
CCCCn1c(SCc2ccc(Cl)cc2)nc2c1c(=O)[nH]c(=O)n2C,0,16
COc1cccc(Oc2cnc(N)nc2-c2ccc(OC)cc2O)c1,62*,55*
CCn1c(SCC(=O)Nc2nnc(C)s2)nnc1-c1ccncc1,0,-4
O=C(CSc1nc2ccccc2c(=O)[nH]1)N1CCOCC1,-1,-3
Cc1ccc(C(=O)Nc2ccc3c(c2)OCO3)cc1S(=O)(=O)N1CCCC1,9,46
CCOC(=O)C1=C(C)Nc2nc(C)nn2C1c1cc(OC)ccc1OC (stereo unspecified),0,-2
Cc1cc(NC(=O)CSc2nnc(-c3ccc(Cl)s3)o2)no1,-6,-27
Cc1nc2c3c(-c4ccccc4)nc(N4CCOCC4)nc3nn2c(C)c1CCC(=O)O,-3,-27
N#Cc1ccc(COC(=O)Cn2nnc(-c3ccccc3)n2)cc1,1,8
COc1ccc(Cl)cc1C(=O)n1nc(C)cc1C,0,9
C=CCNC(=O)c1ccccc1Cl,0,12
CCCCC(CC)C(=O)Nc1ccccc1C#N (stereo unspecified),-5,-14
CCN(CC)CCN1C(=O)C(O)=C(C(=O)c2cccs2)C1c1ccc(C)o1 (stereo unspecified),0,3

# These rows are one share of the data, so the mix of outcomes need not match the whole.
